NTR1 ag: agonists of NTR1, primary screen, imaging, U2OS cells, beta-arrestin-GFP, high content (AID 493036); activation, % at 20 µM; NTR1-U2OS beta-arrestin-GFP spot imaging, agonist mode; P30989; hit rate 0.17% among 330,000;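 active = activation at or above 40% of the spot to cytoplasm intensity ratio, with at least 20 cells analyzed; inconclusive = wells under 20 cells, flagged as cytotoxic or low count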;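 note: 0% = DMSO without peptide and 100% = 100 nM NTR1 peptide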
Target sequence (P30989 whole entry, looked up): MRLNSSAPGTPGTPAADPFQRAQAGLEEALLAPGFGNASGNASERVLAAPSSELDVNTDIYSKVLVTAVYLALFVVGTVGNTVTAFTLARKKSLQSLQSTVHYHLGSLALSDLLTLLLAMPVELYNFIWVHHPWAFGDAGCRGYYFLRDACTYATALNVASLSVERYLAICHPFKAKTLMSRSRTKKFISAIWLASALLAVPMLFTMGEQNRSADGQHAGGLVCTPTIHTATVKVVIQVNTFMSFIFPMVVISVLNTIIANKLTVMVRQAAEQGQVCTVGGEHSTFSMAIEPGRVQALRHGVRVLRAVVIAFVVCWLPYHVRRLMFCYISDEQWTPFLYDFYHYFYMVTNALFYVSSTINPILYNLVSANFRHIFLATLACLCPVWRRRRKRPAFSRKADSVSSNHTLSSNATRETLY
GPR55 activation: selective activators of receptor GPR55 – imaging, U2OS cells, beta-arrestin-GFP redistribution, primary screen (AID 1961) | hit rate 0.048% among 290,000 | one-dose activation, % at 10 µM; EC50 in µM for titrated hits | U2OS GPR55 beta-arrestin-GFP redistribution imaging; higher % means a stronger effect;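 active = activation above 40% with more than 50 cells counted in the well; inconclusive = wells holding fewer than 50 cells, flagged as toxic or sparse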;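 note: U2OS osteosarcoma cells stably expressing GPR55 and beta-arrestin-GFP; plate controls were DMSO negative control for no effect and LPI positive control for full effect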
T cell HTS: T cell immune modulation candidate | AID 2052 | calls only at 7 µM | 2C CD8+ T cell-vesicle binding, flow cytometry; stronger effect = lower value | hit rate 0.068% among 330,000;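 active = response, share of CD8 T cells binding vesicles, and their 90th percentile fluorescence all below set limits, cut at about 80% in these data, passing the limit was not always enough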
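Material: murine 2C transgenic CD8+ T lymphocytes / Also added: QL9-peptide-loaded Drosophila micro-vesicles bearing Ld, ICAM-1 and B7-1 / Schedule: binding step 1.5 h, 37 °C, antibody labelling 20 min, ice / Signal: flow cytometry, PE anti-B7-1 (FL2) versus Alexa647 anti-CD8 (FL8), PFA-fixed / Evaluation: percent CD8+ FL2 mean versus row control / Benchmarks: naked versus QL9-loaded vesicles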
Large T inhibition: SV40 large T antigen inhibitors, biochemical (AID 1903); SV40 large T antigen ATPase/helicase inhibition assay; higher % means a stronger effect; hit rate 0.39% among 310,000; one-dose inhibition, % at 20 µM; IC50 in µM for titrated hits; in the data active = a potency from the dose series; inconclusive = inhibition mostly from about 32% at the one dose, without a potency; inactive = the rest, 99 in 100 with inhibition below about 32%; note: strong numbers were not always called active
GPR35 antagonists: GPR35 antagonists blocking zaprinast-driven arrestin recruitment, primary screen, imaging, U2OS, beta-arrestin-GFP, zaprinast agonist (AID 2058); inhibition, % at 10 µM, or IC50 in µM where a hit was titrated; U2OS GPR35 beta-arrestin-GFP translocation imaging, zaprinast antagonism; higher % means a stronger effect; hit rate 0.052% among 290,000;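 active = inhibition of at least 50% with at least 30 cells and total cytoplasm GFP at most 10,000,000; inconclusive = under 30 cells or total GFP of 10,000,000 plus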
GPR55 antagonists: inhibition of LPI-stimulated GPR55 beta-arrestin translocation – imaging, U2OS, beta-arrestin-GFP, LPI agonist, primary screen (AID 2013). U2OS GPR55 beta-arrestin-GFP translocation imaging, LPI antagonism; higher % means a stronger effect. inhibition, % at 10 µM, or IC50 in µM where a hit was titrated. hit rate 0.13% among 290,000;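 active = spots per cell inhibited over 60%, with over 100 cells counted and total cytoplasm intensity under 500,000; inconclusive = wells with under 100 cells, flagged as likely toxic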;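 note: U2OS cells stably carrying GPR55 and arrestin-GFP stimulated by 5 µM LPI near EC80; imaged beta-arrestin-GFP aggregate spots per cell after agonist stimulation; plate controls were LPI-stimulated DMSO wells for no effect and DMSO wells without LPI for full effect; some results filed as inactive read as strong as hits; confirmed hits need IC50 under 10 µM and bright autofluorescent wells are also inconclusive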
Lipid droplet: hepatic lipid droplet formation modulation. AML12 mouse hepatocytes, oleate lipid droplets, BODIPY imaging. hit rate 0.4% among 240,000. inhibition, % at 6.5 µM;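 active = lipid droplet intensity inhibited by at least 50%, with more than 500 cells counted; inconclusive = wells with under 300 cells, treated as cytotoxic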
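Assay system: AML12 hepatocytes (mouse); Probe or stimulus: oleic acid at 100 µM to induce lipid droplet formation; Dosing: compound at 6.5 µM only; Schedule: compound with oleate, overnight; Detection: fluorescence imaging, 20x objective, two fields per well; Measure: % inhibition of lipid droplet signal.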
LYP inhibition: inhibitors of LYP phosphatase, biochemical, fluorescence intensity, uHTS (AID 1779) | recombinant LYP phosphatase, fluorescence intensity; higher % means a stronger effect | hit rate 0.054% among 290,000 | inhibition, % at 11.5 µM; hits with a dose series show IC50 in µM; in the data active = inhibition above about 50%;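 note: plate controls were vehicle with enzyme for no effect and no enzyme for full effect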
MgcRacGAP inhibition: MgcRacGAP GTPase-activating activity inhibitors, confirmation, biochemical, ADP Hunter fluorescence. inhibition, % at 30 µM; hits with a dose series show IC50 in µM. MgcRacGAP-stimulated Rac1 GTP hydrolysis, ADP Hunter fluorescence; higher % means a stronger effect; GST-tagged Rac1 F28L mutant substrate. hit rate 0.6% among 340,000. AID 624330;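 active = first-screen hits whose inhibition reached a set limit at any dose in the follow-up dose series; inconclusive = inhibition above the set first-screen limit but never retested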;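 note: fluorescence reports GDP produced by GAP-driven GTP hydrolysis; strong numbers were not always called active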
Lipid droplet cells 6.5 µM: second read-out of Lipid droplet, no call of its own (marks repeat the call); cell count; measured here: cell count, cytotoxicity flag;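 cells counted across two imaged fields per well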
T cell HTS vesicle-bound %: also measured in T cell HTS; calls as there; double positive events, %; measured here: CD8+ vesicle-bound cell fraction;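 binding gate set so that unloaded-vesicle control wells show 10% double positive cells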
NTR1 ag cell count 20 µM: recorded beside NTR1 ag, whose call it bears; cell count; measured here: cell count, cytotoxicity flag
An asterisk follows results filed as active; i = inactive; ? = inconclusive; . = not tested or not shown.

Structure	NTR1 ag	NTR1 ag cell count 20 µM	GPR55 activation	T cell HTS	T cell HTS vesicle-bound %	Large T inhibition	GPR35 antagonists	GPR55 antagonists	Lipid droplet	Lipid droplet cells 6.5 µM	LYP inhibition	MgcRacGAP inhibition
O=C(O)c1cccc(-n2cccc2/C=C/[N+](=O)[O-])c1	0.5	57	-0.3%	i	29	56%	-6%	4%	-5	757	4%	?
CCC(=O)Nc1sc(Cc2ccccc2)c(C)c1C(N)=O	-0.9	95	-0.1%	i	43	24%	6%	-2%	-10	735	-5%	8%
O=C(CCn1c2c(c3ccccc31)CCCC2)NNC(=O)c1ccc(Cl)c([N+](=O)[O-])c1	13	44	0.0%	i	33	3%	0%	-11%	0	660	-2%	-11%
COc1ccc(C2CC(c3cccs3)=NN2C(=O)CCC(=O)O)cc1 (stereo not given)	1.0	64	-0.1%	i	66	6%	-13%	6%	0	776	-10%	5%
CCN1CCCC1CNC(=O)CSc1cc(=O)n(C)c2cc(Cl)ccc12 (stereo not given)	-2.2	79	0.0%	i	43	-3%	41%	14%	.	.	1%	11%
CO/N=C/NC(=O)c1ccc([N+](=O)[O-])c(CS(=O)(=O)c2ccc(Cl)cc2)c1	-0.7	62	0.1%	i	52	9%	-17%	23%	.	.	-10%	-7%
CC(NC(=O)c1ccccc1)C(=O)OCC(=O)c1ccc(Br)cc1 (stereo not given)	3.5	62	-0.1%	i	44	12%	-1%	-4%	-4	701	-7%	6%
C1CCC(OCCN2CCN(CCOC3CCCCC3)CC2)CC1	-0.7	49	-0.1%	i	15	21%	-7%	4%	-2	726	2%	-3%
COC(=O)c1c(NC(=O)CC2SC(N)=NC2=O)sc2c1CCC(C)C2 (stereo not given)	1.7	42	-0.1%	i	28	13%	-2%	0%	-18	588	-1%	2%
O=C(O)c1ccc(NS(=O)(=O)/C=C/c2ccccc2)cc1O	0.1	65	0.4%	i	16	3%	7%	11%	.	.	-4%	13%
O=C(CCN1C(=O)CSC1=O)Nc1ccc(Br)cc1	-1.5	74	-0.2%	i	24	12%	-7%	-8%	-8	754	-7%	11%
S=C(NCc1cccnc1)Nc1ccc2c(c1)OCO2	0.4	74	-0.2%	i	16	10%	-8%	5%	5	877	2%	9%
CCc1ccc(NC(=O)CC2C(=O)N(c3ccc(C)cc3)C(=O)N2C2CC2)cc1 (stereo not given)	-2.1	68	-0.2%	i	62	2%	-10%	2%	14	634	-4%	11%
N#CC(C(=O)NCc1ccco1)c1nc2ccccc2nc1N1CCOCC1 (stereo not given)	1.8	33	0.0%	i	36	10%	7%	34%	14	738	2%	6%
CC1(C)SC2c3ccccc3C(=O)N2[C@@H]1C(=O)NCc1ccco1 (stereo not given in full)	-1.1	68	-0.3%	i	44	5%	-5%	3%	.	.	-7%	6%
CCCc1cc(=O)oc2cc(C)cc(OC(C)C(=O)NCCCn3ccnc3)c12 (stereo not given)	-1.2	50	-0.2%	i	8	12%	-1%	8%	0	773	-6%	2%
CCC1CCCCN1CCCNC(=O)COc1cc(=O)n(C)c2ccccc12 (stereo not given)	2.1	66	-0.1%	i	26	4%	0%	8%	.	.	-2%	7%
Cc1nc2nc(SCC(=O)c3cccc([N+](=O)[O-])c3)[nH]c2cc1Br	-0.3	74	-0.2%	i	28	4%	12%	4%	6	696	2%	13%
Cc1ccc(Oc2ccc(OCC(=O)NC3CCS(=O)(=O)C3)cc2)cc1 (stereo not given)	-1.6	32	-0.1%	i	17	-9%	2%	-7%	1	811	-8%	6%
CCC(=O)OCCn1c(=O)c2cc3c(=O)n(CCOC(=O)CC)c(=O)c3cc2c1=O	-0.3	63	-0.2%	i	12	12%	-2%	6%	3	730	-5%	-6%
CCCC(c1nnnn1CS(=O)(=O)c1ccc(C)cc1)N1CCN(CC)CC1 (stereo not given)	-0.6	56	0.2%	i	33	4%	22%	14%	18	750	-5%	.
Cc1onc(-c2ccc(Cl)cc2)c1-c1ccnn1S(=O)(=O)c1ccc(Cl)cc1	2.6	45	1.2%	i	20	4%	4%	12%	-12	687	0%	.
COc1cccc(/C=N/NC(=O)c2ccc(=O)[nH]n2)c1O	1.1	53	1.0%	i	44	12%	2%	6%	-3	741	4%	11%
Cn1c(=O)c2c(nc(CN3CCC(C(N)=O)CC3)n2CCc2ccccc2)n(C)c1=O	-0.5	92	0.3%	i	18	-1%	-1%	5%	.	.	-3%	4%
CC(C)c1ccc(Nc2ncccc2C#N)cc1	-1.5	39	-0.1%	i	20	17%	18%	3%	.	.	-4%	12%
CCCOc1cc(C)c(S(=O)(=O)n2nnc3ccccc32)cc1C	2.3	53	0.2%	i	56	6%	-5%	9%	4	798	-4%	5%
CN1CCN(c2ccccc2NC(=O)c2cc(Br)ccc2Cl)CC1	-1.1	18	-0.1%	i	51	-6%	-6%	9%	-32	773	-5%	10%
CCCCn1c(=O)c(CCC(=O)OCC(=O)Nc2ccc(C)c(Cl)c2)nc2ccccc21	4.9	71	-0.2%	i	41	9%	8%	-29%	-2	556	10%	.
CCCCC(CC)C1OCC(CN2CCCC2)O1 (stereo not given)	-0.1	64	0.3%	i	46	-2%	1%	14%	.	.	3%	1%
Cc1ccc(S(=O)(=O)N2CCOCC2)cc1NC(=O)COC(=O)C1=COCCO1	0.0	57	.	i	28	4%	.	.	.	.	.	-2%

Following part
Structure	NTR1 ag	NTR1 ag cell count 20 µM	GPR55 activation	T cell HTS	T cell HTS vesicle-bound %	Large T inhibition	GPR35 antagonists	GPR55 antagonists	Lipid droplet	Lipid droplet cells 6.5 µM	LYP inhibition	MgcRacGAP inhibition
CCOC(=O)CNC(=O)Cn1cnc2c(cnn2-c2ccc(C)cc2)c1=O	-0.5	71	0.2%	i	74	5%	6%	-6%	3	828	-10%	6%
O=C1c2ccncc2C(=O)N1CO	-0.2	39	-0.2%	i	4	18%	-9%	1%	.	.	-2%	8%
Cc1nn(CC(=O)NCCCN2CCC(N3CCCCC3)CC2)c(=O)c2cc(-c3ccccc3)nn12	-1.0	61	0.3%	i	15	9%	8%	9%	-16	710	-2%	11%
Cc1ccc(C)c(N2CCN(C(c3ccc(N(C)C)cc3)c3nnnn3C(C)(C)C)CC2)c1 (stereo not given)	5.3	72	0.3%	i	37	4%	1%	0%	-4	754	-7%	0%
O=P1(O)C=C(c2ccccc2)NC(c2ccccc2)=C1	2.8	52	-0.2%	i	14	-3%	-2%	6%	17	699	1%	6%
Cn1c(=O)c(=O)n(C)c2cc(N3CCOCC3)c(NS(=O)(=O)c3ccc(F)c(Cl)c3)cc21	0.9	67	0.2%	i	2	5%	14%	-2%	-24	729	-5%	4%
CCc1ccc(N=CC2=C(O)CC(c3ccco3)CC2=O)cc1 (stereo not given)	1.4	55	0.3%	i	20	20%	-6%	15%	9	741	-3%	-2%
COc1ccc(-c2n[nH]c(=S)n2N)c(OC)c1	0.1	36	0.1%	i	5	23%	-5%	8%	-1	615	-9%	9%
CC[C@@]12C(=O)N(c3cccc(F)c3)C(=O)N1[C@H](c1cccc(C)c1)[C@@H]1C(=O)N(Cc3ccccc3)C(=O)[C@@H]12	2.5	62	-0.1%	i	45	-3%	-4%	-1%	-6	753	-8%	4%
Oc1ccc(-c2cnc(-c3ccc(O)cc3)nc2)cc1	1.0	61	0.1%	i	12	-11%	-1%	9%	12	772	-7%	15%
CCOP(=O)(OCC)C(Nc1cccc(C)c1)c1ccc(F)cc1 (stereo not given)	2.9	65	-0.4%	i	48	16%	3%	8%	-11	675	-2%	6%
O=C(CN1CCc2cc3c(cc2C1)OCCCO3)Nc1cccc([N+](=O)[O-])c1	1.1	65	-0.1%	i	41	26%	5%	2%	-2	761	0%	-9%
O=C(CCC(=O)N1CCSc2ccccc21)NCc1cccc(Cl)c1	-0.7	59	-0.3%	i	51	.	7%	4%	-7	749	-10%	-6%
CSc1nc2ccccc2n1CC(=O)Nc1ccccc1	-1.0	56	-0.2%	i	34	14%	4%	2%	.	.	-12%	5%
Cc1ccc(-c2noc(CNCCCN(C)C)n2)cc1	-1.4	52	-0.4%	i	41	24%	11%	-8%	.	.	-5%	-4%
CCCOc1ccc(-c2c(C(=O)N/N=C/c3ccc(OCC)cc3)nnn2-c2nonc2N)cc1	3.1	44	-0.2%	i	48	7%	2%	-2%	-2	672	14%	2%
O=C(Nc1ccc2c(c1)CCC2)c1cc(=O)[nH]c2ccccc12	-1.6	54	0.2%	i	45	7%	-16%	2%	0	669	-4%	5%
CCOC(=O)c1c(NC(=O)CSc2ncccn2)sc2c1CC(C)(C)NC2(C)C	0.2	65	0.3%	i	16	9%	-13%	4%	5	800	-8%	14%
CN(C(=O)c1ccc(S(=O)(=O)N2CCCC2)cc1)C1CCS(=O)(=O)C1 (stereo not given)	0.3	58	.	i	19	7%	.	.	.	.	.	2%
Cc1ccc(S(=O)(=O)N2CCOCC2)cc1C(=O)NCc1ccco1	0.3	43	-0.2%	i	42	9%	-7%	10%	.	.	-8%	5%
COc1ccc(OC)c(C(=O)CSc2nnc(-c3cccs3)o2)c1	-1.0	66	-0.2%	i	17	10%	5%	4%	.	.	-7%	5%
COc1cccc(C(=O)Nc2ccc3[nH]c(=O)[nH]c3c2)c1OC	0.4	46	-0.2%	i	41	6%	4%	4%	-7	781	-4%	9%
CCOc1ccc(S(=O)(=O)NCCC(=O)Nc2nnc(C)s2)cc1	-1.7	32	0.1%	i	20	6%	-11%	0%	-8	696	-7%	-3%
COc1ccc(-c2cc(OC(=O)c3ccc(F)cc3)c3c(C)oc(C)c3c(=O)c2)cc1	0.7	98	-0.2%	i	37	23%	11%	12%	.	.	11%	.
CC(=O)c1cnc(Nc2nc(C)c3ccccc3n2)nc1C	-2.1	80	-0.3%	i	62	.	6%	6%	2	719	-6%	.
